# Screening data deposited in PubChem BioAssay by National Center for Advancing Translational Sciences (NCATS).
# IL-2 act = activates IL-2 in a cell-based reporter assay; AID 652025; hit rate 0.065% among 360,000; IL-2 activation reporter assay, cell-based qHTS; stimulated with anti-CD3/CD4/CD28 beads; in transgenic mouse T cells; activation, % (series mostly up to about 46 µM); in the data active = activation above about 50%; inconclusive = mostly about 30% to 49%; note: 0% is about no effect
#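 EGFP and DsRed fluorescence is measured by plate cytometry in unstimulated transgenic mouse T cells exposed to compound for 60 minutes, then stimulated 18 hours at 37 degrees C with anti-CD3/anti-CD4 beads plus anti-CD28.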
# PI5P4Ka inh = blocks human PI5P4K alpha kinase activity. P48426. PI5P4Kalpha enzyme, ADP-Glo luminescence, 60 min; stronger effect = lower value. max response, %. hit rate 1.2% among 330,000. AID 652105; active = max response of -50% or lower; inconclusive = between -30% and -50%; inactive = -30% or higher; note: value at the top dose of about 77 µM; % is set by controls: 0 for no effect and ±100 for the full control effect
#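 ADP-Glo luminescence end-point read after a 60 min room-temperature kinase reaction of PI5P4Kalpha plus substrate, initiated with ATP at 5 microM final. Buffer: 0.038 M HEPES pH 7.4, EGTA, 0.1% CHAPS, 5% DMSO.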
# PLK1 PBD block = blocks phosphopeptide binding to human PLK1 polo-box domain; Plk1 PBD binding of FITC phosphopeptide, fluorescence polarization; AID 720504; Potency, µM, without a hit: max response, negative = inhibition, most hits filed as inhibitors; hit rate 2.8% among 360,000; note: potency is the fitted concentration of half-maximal effect; series mostly up to about 57 µM; % is set by controls: 0 for no effect and ±100 for the full control effect; nearly all actives have a fitted effect of over 65% in size
# Target sequence (P53350 whole entry, looked up, the tested form may be a part): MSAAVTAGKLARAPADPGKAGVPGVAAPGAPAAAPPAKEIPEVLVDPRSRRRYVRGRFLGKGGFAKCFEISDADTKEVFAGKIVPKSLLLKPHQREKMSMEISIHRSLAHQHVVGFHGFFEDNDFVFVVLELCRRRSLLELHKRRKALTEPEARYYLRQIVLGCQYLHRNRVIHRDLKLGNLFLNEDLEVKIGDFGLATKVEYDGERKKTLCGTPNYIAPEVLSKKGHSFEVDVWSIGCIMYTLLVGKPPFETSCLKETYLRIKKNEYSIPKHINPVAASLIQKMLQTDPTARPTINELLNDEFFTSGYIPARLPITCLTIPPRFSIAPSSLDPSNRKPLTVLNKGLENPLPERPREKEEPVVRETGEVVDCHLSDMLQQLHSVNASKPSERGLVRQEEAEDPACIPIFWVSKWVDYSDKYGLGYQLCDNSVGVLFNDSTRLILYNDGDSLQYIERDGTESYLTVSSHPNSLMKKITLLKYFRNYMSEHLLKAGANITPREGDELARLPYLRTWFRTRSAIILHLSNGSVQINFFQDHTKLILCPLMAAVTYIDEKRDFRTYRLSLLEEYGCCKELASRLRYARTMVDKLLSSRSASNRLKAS
# EPAC1 ag = EPAC1 (human) agonism; Potency, µM (titrated, usually from 154 µM), without a hit: top-dose activation, most hits filed as activators; AID 720707; EPAC1 agonist qHTS, biochemical assay; response scale: 100% = response to 6.5 mM cAMP; hit rate 0.073% among 360,000; O95398; note: potency is the fitted concentration of half-maximal effect; nearly all actives have a fitted effect of over 60% in size
#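 Compounds were pinned as a concentration titration into mixtures of EPAC1 (100 nM), BODIPY-GDP-loaded Rap1B (250 nM) and GDP (50 uM). After 5 min at room temperature, fluorescence was followed for 30 min; activity was scaled to 6.5 mM cAMP.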
# GLP1R inv ag = GLP-1 receptor (human) inverse agonism; P43220; HEK293 GLP-1R CRE-luciferase, luminescence, 24 h; GLP-1R form is constitutively active; Potency, µM (titrated, usually from 38.3 µM), for inactives: top-dose activity change, negative = inhibition, usual class: inhibitors; hit rate 1.6% among 410,000; AID 624417; note: potency is the fitted concentration of half-maximal effect; % is set by controls: 0 for no effect and ±100 for the full control effect; nearly all actives have a fitted effect of over 55% in size
# Target sequence (P43220 whole entry, looked up): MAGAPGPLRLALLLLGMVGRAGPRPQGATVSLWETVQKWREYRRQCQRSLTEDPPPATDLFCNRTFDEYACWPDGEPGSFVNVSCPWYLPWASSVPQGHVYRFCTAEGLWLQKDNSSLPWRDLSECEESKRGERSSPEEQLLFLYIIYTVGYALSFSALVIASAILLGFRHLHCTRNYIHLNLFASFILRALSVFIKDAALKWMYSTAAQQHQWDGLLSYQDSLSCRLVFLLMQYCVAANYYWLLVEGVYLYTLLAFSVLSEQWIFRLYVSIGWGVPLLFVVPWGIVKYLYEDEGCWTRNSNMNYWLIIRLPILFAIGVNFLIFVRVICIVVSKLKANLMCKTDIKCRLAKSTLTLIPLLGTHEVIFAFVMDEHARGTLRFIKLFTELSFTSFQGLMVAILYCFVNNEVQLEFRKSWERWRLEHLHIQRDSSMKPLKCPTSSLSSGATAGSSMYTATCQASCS
#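 Stable HEK293 clone (constitutively active GLP-1R + cAMP-response luciferase); 200 cells/uL plated, 12 h pre-culture, compound 24 hr, 37 deg C/5% CO2; detection reagent 12 min RT; luminescence.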
# PTHR1 ag = activates the human parathyroid hormone receptor PTHR1 | Potency, µM (doses to about 115 µM), for inactives: at the highest dose activation, actives largely listed as activators | HEK293 GP2 PTHR1 cells, GloSensor cAMP luminescence, 1 h | hit rate 0.075% among 410,000 | Q03431 | AID 743266; note: potency is the fitted concentration of half-maximal effect; nearly all actives have a fitted effect of over 55% in size; some results filed as inactive show a strong effect at the top dose; inactives centre near -15; many of its hits are not listed in these tables
#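 HEK-293-derived GP2 cells expressing PTHR1 and a GloSensor cAMP reporter, 3,000/well, plated overnight, given luciferin plus IBMX (each 0.5 mM as added) for 1 h at 37 °C, then compound for 1 h at 37 °C. Luminescence was read after 15 min at room temperature.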
# GLP1R cytotox = cytotoxicity in counter-screen for GLP-1R inverse agonists. HEK293 cAMP-luciferase reporter cells, luminescence, 24 h. Potency, µM (titrated, usually from 38.3 µM), without a hit: at the top dose activity change, negative = inhibition, most hits filed as inhibitors. hit rate 0.13% among 410,000. AID 624418;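 note: loss of luciferase light is scored as toxicity; potency is the fitted concentration of half-maximal effect; % is set by controls: 0 for no effect and ±100 for the full control effect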
#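 Seeding density was 200 cells/uL; after overnight-length (12 h) culture, 23 nL compounds went on for 24 h at 37 °C. Readout used a luciferase detection reagent, luminescence taken after 12 min at room temperature.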
# GLP1R ag = agonists of human GLP-1 receptor | P43220 | HEK293 GLP-1R CRE-luciferase, luminescence, 4-6 h; cells express a hypersensitive GLP-1R form | AID 624172 | Potency, µM (titrated, usually from 45.6 µM), for the others: top-dose activation, most hits filed as activators | hit rate 0.007% among 380,000; note: potency is the fitted concentration of half-maximal effect; % of control where 0% means no effect
# EPAC1 antagonist = blocks human EPAC1 exchange factor | O95398 | EPAC1 GEF assay, Rap1b-BODIPY-GDP exchange fluorescence | Potency, µM (doses to about 115 µM), inactives show at the top dose activity change, negative = inhibition, hits mostly inhibitors | hit rate 0.14% among 360,000;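 note: potency is the fitted concentration of half-maximal effect; plate controls were vehicle for no effect and positive control for full effect; nearly all actives have a fitted effect of over 50% in size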
# The depositor's hits bear a star; i = inactive; ? = inconclusive; nt = no result given; [ ] = remark or other dose. Unless noted, calls come from the whole dose curve; as a rule, active = well fitted curve in the direction sought with a large enough effect; inconclusive = small, poorly fitted or top-dose-only effect, or another doubt; inactive = no such curve, though single readings can be large; an effect the other way counts as inactive or inconclusive. Only part of the results is shown (hit frequency here may not be typical).
# Fields – PI5P4Ka inh	PLK1 PBD block	GLP1R ag	IL-2 act	PTHR1 ag	GLP1R inv ag	EPAC1 antagonist	EPAC1 ag	GLP1R cytotox
COC(=O)Cc1csc(Nc2c(C)n(C)n(-c3ccccc3)c2=O)n1
 : nt	3%	1%	0.3	i	4%	1%	4%	9%
COc1cc(SC)ccc1C(=O)OCC(=O)N1CC(=O)Nc2ccccc21
 : 1	-15%	4%	1.3	0%	2%	-7%	5%	3%
COC(=O)CC1c2ccccc2S(=O)(=O)N1Cc1ccccc1 (stereo not drawn)
 : -3	-5%	5%	-0.5	i	17%	0%	12%	-24%
O=C(O)CC1C(=O)NCCN1C/C=C/c1ccccc1 (stereo not drawn)
 : 5	-2%	0%	-2.1	-15%	9%	-1%	-5%	-7%
Cc1nc([N+](=O)[O-])c(C(=O)OCc2ccccc2)n1C
 : 6	-9%	-3%	-2.5	i	19%	?	6%	-6%
CC[N+](CC)(CCCCS(=O)(=O)[O-])CCNP1(=O)C=C(c2ccccc2)OC(c2ccccc2)=C1
 : -6	3%	4%	0.9	10%	13%	11%	-8%	1%
Cn1cccc1C(=O)OCc1nc2ccccc2c(=O)[nH]1
 : -53*	-9%	-6%	0.9	i	9%	?	3%	2%
C(=C\c1ccccc1)/C=N/N1CCN(Cc2ccccc2)CC1
 : 7	-9%	14%	2.1	-27%	?	-3%	-8%	6%
COc1ccc(OC)c(NC(=O)c2ccc(CN3CCOCC3)cc2)c1
 : 6	-5%	2%	-0.8	-16%[57.5 µM]	11%	10%	2%	5%
COc1cccc(N2CCN(C(=O)c3ccc4c(Cl)c5c(nc4c3)CCCC5)CC2)c1
 : nt	nt	-3%	nt	-25%	5%	nt	nt	7%
CC1=CC(C)(C)N2C(=O)C3(C(C#N)=C(N)Oc4cc(O)ccc43)c3cccc1c32 (stereo not drawn)
 : 2	-7%	0%	0.6	-14%[57.5 µM]	?	-1%	1%	-14%
CCOCCCNS(=O)(=O)c1ccc2c(c1)CCN2C(C)=O
 : 3	0%	-5%	-1.7	i	1%	9%	0%	-25%
COc1ccc(CCN=C(N)NS(=O)(=O)c2ccc(OC)c(OC)c2)cc1OC
 : -3	-4%	-25%	-0.7	-39%[inhibitor]	12%	9%	6%	-1%
COc1ccc(NCc2nnc(SCC(=O)N3CCCc4ccccc43)o2)cc1
 : 7	-10%	-11%	0.3	-2%[57.5 µM]	-14%	-12%	0%	-6%
O=S(=O)(NCC(c1ccco1)N1CCN(c2ccccc2)CC1)c1ccc(F)cc1 (stereo not drawn)
 : 3	-2%	6%	-2.6	i	5%	-5%	2%	7%
CCc1nnc(NC(=O)CSc2nccn2-c2cc(C)cc(C)c2)s1
 : 2	-15%	2%	0.6	-38%[inhibitor]	-27%	2%	0%	-4%
O=C(NCCN1CCOCC1)c1cccc(S(=O)(=O)N(Cc2ccccc2)c2ccccc2)c1
 : 11	-8%	16%	-2.4	-7%	-19%	11%	10%	10%
O=C(O)c1ccc(NC(C(=O)c2ccccc2)c2ccccc2)cc1 (stereo not drawn)
 : 1	-19%	7%	0.0	-10%	8%	1%	-2%	-4%
CCCCC(=O)N/C(N)=N/c1nc2ccccc2o1
 : -1	7%	8%	-0.3	-32%[inhibitor]	?	-6%	-5%	-2%
COc1cc(-c2nc(CN3CCN(c4ncccn4)CC3)c(C)o2)ccc1F
 : 4	-1%	15%	-0.5	-33%[inhibitor]	-14%	-10%	-1%	3%
N#Cc1ccc(NC(=O)CN2C(=O)NC3(CCCC3)C2=O)cc1
 : 15	-4%	0%	-2.0	i	7%	1%	-4%	10%
CCN(CC)CCCN1C=C2C(=O)C(C)(OC(=O)C3CCCC3)C(=O)C(c3ccccc3)=C2C=C1CCCC(=O)OC (stereo not drawn)
 : -17	-10%	-6%	0.2	-12%	13%	-2%	-3%	?
Cc1onc(-c2c(F)cccc2Cl)c1-c1nnc(-c2ccc(C(F)(F)F)cc2)o1
 : 19	3%	8%	1.5	-2%	?	-21%	1%	-25%
CCc1c(C(=O)N/N=C/c2ccc(C)o2)csc1C
 : -1	-8%	-2%	-4.3	-1%[57.5 µM]	-2%	5%	6%	-17%
CCN(CCCNC(=O)CN(C)S(=O)(=O)c1cccc2nsnc12)c1ccccc1
 : -4	-11%	6%	-2.1	-10%	?	-1%	-5%	-13%
COc1ccccc1NS(=O)(=O)c1cccc(C(=O)NCC(C)(C)N2CCOCC2)c1
 : -1	-5%	1%	2.1	0%	1%	16%	6%	-7%
COC1(C2=NCCN2)COc2ccccc2O1 (stereo not drawn)
 : -10	-20%	5%	0.1	-4%	9%	-14%	-12%	13%
CC(CCc1ccccc1)NC(=O)C1CCN(c2nnc(-n3cccc3)s2)CC1 (stereo not drawn)
 : 2	5%	5%	0.9	-10%	-28%	11%	-14%	-15%
Cc1ccc(NC(=O)COC(=O)CCC2CCCC2)c(Br)c1
 : 0	1%	0%	-3.2	i	7%	-25%	14%	-13%
C=CC[C@]12C=C(OC)C(=O)C(OC)=C1O[C@@H](c1ccc3c(c1)OCO3)[C@H]2C
 : 1	-1%	-4%	0.8	-24%	7%	12%	-26%	2%
CCOc1ccc(S(=O)(=O)Nc2ccc(C(=O)NCC3CCCO3)cc2)cc1 (stereo not drawn)
 : 1	-5%	-8%	-0.5	i	34%[activator]	-4%	-6%	5%
COC(=O)c1ccc(NC(=S)NCCCn2ccnc2)cc1
 : 0	-8%	13%	-0.7	-4%	4%	4%	9%	0%
Cc1nnc(SCC(=O)NCCC2=CCCCC2)[nH]c1=O
 : -1	-2%	-4%	2.0	-17%	-4%	7%	12%	-3%
CC1CCN(CCCOc2ccc(OCc3ccccc3)cc2)CC1
 : 4	-10%	-2%	0.9	-21%[57.5 µM]	?	7%	8%	-34%
CC(NC(=O)c1ccc(N2CCNCC2)c([N+](=O)[O-])c1)C12CC3CC(CC(C3)C1)C2 (stereo not drawn)
 : 9	-11%	17%	-5.7	i	?	-30%	-2%	?
Cc1cccc(Nc2nc(C)cc(C)c2C#N)c1
 : 4	-4%	19%	0.2	-22%	-16%	-1%	1%	-12%
CC(C)C(C)(C#N)NC(=O)CSc1nc2scc(-c3ccc(F)cc3)c2c(=O)n1Cc1ccccc1 (stereo not drawn)
 : 1	-10%	-4%	0.2	i	?	-25%	13%	-17%
Cc1ccc(CNc2nc(C)cs2)cc1
 : -3	-14%	3%	-4.7	-11%	-22%	-6%	-13%	-11%
CCc1ccc(-c2nc(CS(=O)CC(=O)NCc3ccco3)c(C)o2)cc1 (stereo not drawn)
 : -29	-25%	1%	0.5	-6%	?	5%	-8%	-9%
Cc1cc2nc(-c3ccccc3)c(CC(C)(C)C)n2c(C)c1Br
 : 7	2%	-1%	-0.4	-14%	?	16%	-9%	0%

# Quoted at random: 2 entries already listed.
# Fields – PI5P4Ka inh	PLK1 PBD block	GLP1R ag	IL-2 act	PTHR1 ag	GLP1R inv ag	EPAC1 antagonist	EPAC1 ag	GLP1R cytotox
CCN(CCCNC(=O)CN(C)S(=O)(=O)c1cccc2nsnc12)c1ccccc1
 : -4	-11%	6%	-2.1	-10%	?	-1%	-5%	-13%
CC(NC(=O)c1ccc(N2CCNCC2)c([N+](=O)[O-])c1)C12CC3CC(CC(C3)C1)C2 (stereo not drawn)
 : 9	-11%	17%	-5.7	i	?	-30%	-2%	?

# Next part
# Fields – PI5P4Ka inh	PLK1 PBD block	GLP1R ag	IL-2 act	PTHR1 ag	GLP1R inv ag	EPAC1 antagonist	EPAC1 ag	GLP1R cytotox
Cc1ccc(O)c(Cn2nnc3ccccc32)c1
 : -9	2%	9%	-0.1	-44%[inhibitor]	-5%	-5%	-6%	2%
O=C(NC(=S)NCc1ccccc1)c1cccnc1
 : 4	-5%	7%	0.9	-10%	17%	-10%	-3%	0%
O=C(CSc1nnc2ccccn12)NC(=O)NC1CCCCC1
 : 2	-6%	-8%	-0.3	i	30%	-17%	0%	0%
Cc1cc(C)cc(NC(=O)CCNS(=O)(=O)c2ccc3c(c2)oc(=O)n3C)c1
 : nt	-10%	-12%	-0.4	i	0%	2%	-3%	8%
Cc1ccc(C(=O)N(CCN(C)C)CC2CCCN(Cc3ccccc3F)C2)cc1C (stereo not drawn)
 : -4	-7%	0%	-0.3	-61%	?	-5%	7%	8%
CC(=O)Nc1ccc(OCC(=O)N(CC(C)C)C2CCS(=O)(=O)C2)cc1 (stereo not drawn)
 : -10	-17%	2%	0.5	i	12%	-6%	0%	-9%
O=C(O)c1ccc2c(=O)n(-c3ccccc3)c(=S)[nH]c2c1
 : -12	5%	-3%	4.8	i	18%	-2%	-9%	-9%
Cc1ccccc1CSCc1ccc(C(=O)NCCCN2CCOCC2)o1
 : -1	-3%	-4%	-0.8	-2%	23%	3%	9%	0%
Cc1ccc(CN2CCC(CNS(=O)(=O)c3ccc(-c4ccc(=O)[nH]n4)s3)CC2)cc1
 : -3	30µM*	0%	1.7	i	-12%	-2%	12%	-21%
CC1(C)Cc2nc(N)c(=O)sc2C1
 : nt	-11%	-2%	-0.6	-23%[57.5 µM]	-12%	4%	2%	2%
N#Cc1nc(COc2ccc(Cl)cc2)oc1N1CCN(Cc2ccccc2)CC1
 : 0	0%	-2%	0.5	-10%	?	0%	6%	-12%
COc1ccc(C(=O)NCc2ccc3c(c2)OCO3)cc1S(=O)(=O)NCc1ccc(Cl)cc1
 : -3	1%	5%	-4.2	-20%	-21%	?	4%	1%
CC(C)C[C@H]1CNC(=O)C(=O)N1CC1CCN(CC2CCC(C(C)(C)C)CC2)CC1 (stereo partly drawn)
 : -2	-4%	1%	-0.7	i	-16%	-2%	6%	7%
COC(=O)Cn1cnc2c(nnn2Cc2ccc(Cl)cc2)c1=O
 : nt	-3%	-2%	0.9	-23%	-4%	8%	4%	2%
CC(C)C(=O)Nc1cccc(COc2ccccc2CN(Cc2ccccc2)C(=O)OC(C)(C)C)c1
 : 8	3%	5%	-0.4	i	11µM*	?	-21%	-3%
O=C(Nn1c(-c2ccc(Cl)cc2)nc2ccccc2c1=O)c1cccnc1Cl
 : -6	-8%	-7%	-1.1	i	-1%	1%	13%	1%
